HCV inhibitor: qHTS Assay for Inhibitors of Hepatitis C Virus (HCV) | Huh7.5.1 HCVcc-Cre infection, luciferase reporter, 44 h | Potency, µM (top dose mostly 41.8 µM), for inactives: top-dose activity change, negative = inhibition, usual class: inhibitors | actives 3.4% (n = 340,000) | AID 651820, 2012; also: potency is read from the fitted curve at half-maximal effect; % is scaled to controls: 0 for no effect and ±100 for the full control effect
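Cells (1,000/well) were plated 4 h before compound, then infected with HCVcc-Cre virus (~0.5 moi). After 44 h further culture, infection was read as luciferase luminescence following a 15 min substrate incubation at room temperature.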
CHX counter: Cycloheximide Counterscreen for Small Molecule Inhibitors of Shiga Toxin; cell reporter, cycloheximide protein synthesis inhibition counterscreen; actives 12% (n = 300,000); max response, %; in the data active = max response mostly above about 13%, no sharp cut-off; inactive = mostly below about 14%; also: read at 38.3 µM for the half of the compounds with a filed dose; 0% is about no effect
Pf growth 48h: Primary qHTS for delayed death inhibitors of the malarial parasite plastid, 48 hour incubation; P. falciparum luciferase growth in erythrocytes, 48 h; Potency, µM (titrated, usually from 28.7 µM), for inactives: at the top dose activity change, negative = inhibition, most hits filed as inhibitors; actives 5.9% (n = 310,000); also: potency is read from the fitted curve at half-maximal effect; % is scaled to controls: 0 for no effect and ±100 for the full control effect
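Luciferase-expressing P. falciparum in infected erythrocytes (2% hematocrit, 0.1% parasitemia final) in RPMI 1640/0.5% Albumax were exposed to compound for 48 hours at 37 C, 5% CO2; growth read as luminescence.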
Shiga inhibitor: A qHTS for Small Molecule Inhibitors of Shiga Toxin; Vero cells, Shiga toxin protein synthesis inhibition reporter; inhibition, % at 38.7 µM; actives 9.2% (n = 290,000); AID 2315, 2010; in the data active = inhibition mostly above about 28%, no sharp cut-off; inactive = mostly below about 43%; also: 0% is about no effect
Tb PYK inh: qHTS of Trypanosoma Brucei Inhibitors; pyruvate kinase (Trypanosoma brucei), Q57TT1; Potency, µM (doses to about 76.8 µM), inactives show at the top dose activity, negative = inhibition, most hits filed as inhibitors; TbPYK enzyme, Kinase-Glo Plus ATP luminescence, 45 min; actives 0.12% (n = 410,000); also: potency is read from the fitted curve at half-maximal effect; % is scaled to controls: 0 for no effect and ±100 for the full control effect; nearly all actives have a fitted effect of over 50% in size
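Quantitative HTS: titrated library compounds versus trypanosomal pyruvate kinase in TEA buffer (pH 7.2) containing KCl, MgCl2, BSA and Tween-20. Reactions were initiated with ADP, 130 uM final. Kinase-Glo Plus luminescence was read after 45 min at RT.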
Pf growth 96h: Primary qHTS for delayed death inhibitors of the malarial parasite plastid, 96 hour incubation | P. falciparum luciferase reporter growth, 96 h | Potency, µM (top dose mostly 28.7 µM), for inactives: at the top dose activity change, negative = inhibition, usual class: inhibitors | actives 6.9% (n = 320,000) | AID 504834, 2011; also: potency is read from the fitted curve at half-maximal effect; % is scaled to controls: 0 for no effect and ±100 for the full control effect
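Parasite growth measured via integrated firefly luciferase reporter in P. falciparum. Infected erythrocytes at 2% hematocrit, 0.05% parasitemia final were treated 96 hours at 37 C under 5% CO2, and luminescence was read.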
LmPK inh: qHTS Assay for Inhibitors of Leishmania Mexicana Pyruvate Kinase (LmPK) | AID 1721, 2009 | Q27686 | Potency, µM (highest dose often 57.5 µM), for inactives: top-dose activity change, negative = inhibition, usual class: inhibitors | actives 0.37% (n = 290,000) | purified LmPK, Kinase-Glo ATP luminescence, 1 h; also: potency is read from the fitted curve at half-maximal effect; % is scaled to controls: 0 for no effect and ±100 for the full control effect
Target sequence (Q27686 whole entry, looked up): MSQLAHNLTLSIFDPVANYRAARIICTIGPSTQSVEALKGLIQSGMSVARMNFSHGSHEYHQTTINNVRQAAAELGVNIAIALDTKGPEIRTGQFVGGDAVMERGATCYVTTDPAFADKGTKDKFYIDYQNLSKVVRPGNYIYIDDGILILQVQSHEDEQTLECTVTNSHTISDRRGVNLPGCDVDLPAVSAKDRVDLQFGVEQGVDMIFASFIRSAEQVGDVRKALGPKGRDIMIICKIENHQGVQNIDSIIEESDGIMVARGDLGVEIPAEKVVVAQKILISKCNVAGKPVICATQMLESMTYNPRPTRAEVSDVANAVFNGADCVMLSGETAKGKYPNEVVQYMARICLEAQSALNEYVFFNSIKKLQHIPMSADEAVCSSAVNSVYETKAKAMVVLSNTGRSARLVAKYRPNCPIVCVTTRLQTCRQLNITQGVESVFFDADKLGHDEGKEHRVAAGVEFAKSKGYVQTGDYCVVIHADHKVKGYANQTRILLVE
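Purified LmPK (0.1 nM) converted ADP (0.1 mM) to ATP with PEP (0.5 mM) in imidazole buffer pH 7.2 with KCl and MgCl2, 1 h at room temperature. ATP was read by Kinase-Glo luminescence; data normalized to uninhibited and no-enzyme controls.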
* hit, by the source's call; ? = inconclusive; · = no result given; & = joins results of further samples; [ ] = remark or other dose. Unless noted, calls follow the shape of the dose curve; as a rule, active = well fitted curve in the direction sought with a large enough effect; inconclusive = small, poorly fitted or top-dose-only effect, or another doubt; inactive = no such curve, though single readings can be large; an effect the other way counts as inactive or inconclusive.

SMILES	HCV inhibitor	CHX counter	Pf growth 48h	Shiga inhibitor	Tb PYK inh	Pf growth 96h	LmPK inh
Cc1occc1C(=O)N=Nc1c(O)n(C)c2ccccc12	12%	36*	236%[activator]	58*	17%	333%[activator]	-19%
COc1ccc(N2CCN(C(=O)CCCOc3cc(=O)n(C)c4ccccc34)CC2)cc1	-11%	1	?	-26	-1%	12µM*	3%
Cc1nn(-c2ccccc2)c(C)c1NC(=O)COC(=O)C1CC(=O)N(CCc2ccccc2)C1 (stereo unspecified)	6%	·	?	·	-1%	23%	·
O=C(CCCCCn1c(=S)[nH]c2ccccc2c1=O)NCc1ccc2c(c1)OCO2	?	2	?	-9	-6%	?	3%
CCNC(=S)N/N=C/c1cn(Cc2ccc(F)cc2)c2ccccc12	?	0	?	-13	1%	?	4%
CC1CCN(CCCNC(=O)COc2cc(=O)n(C)c3ccccc23)CC1	-4%	-4	-3%	-7	-27%	12%	2%
Cc1ccc(CS(=O)Cc2ccc(C(=O)N3CCN(C4CCCCC4)CC3)o2)cc1 (stereo unspecified)	-3%	-2	27%	-6	10%	-14%	-4%
COc1ccccc1NC1(C#N)CCCCC1	13%	-3	89%[activator]	-8	-2%	-8%	4%
CC1(C)CC(=O)C2=C(C1)N(Cc1cccnc1)C(=O)C2(NC(=O)c1ccc(F)cc1)C(F)(F)F (stereo unspecified)	8%	37	?	-17	-1%	-14%	-6%
CN(C)C1=NCCN1CCC1CCCC1	2%	-1	-8%	-5	-1%	-18%	-6%
O=C(NC1CC2CCC1C2)C1CCN(S(=O)(=O)c2ccc(-c3nn[nH]n3)cc2)CC1 (stereo unspecified)	12%	-2	2%	-33	-9%	·	4%
Cc1nc(-c2cccnc2)sc1C(=O)Nc1cccc(C(F)(F)F)c1	-1%	-1	?	-15	-8%	12µM*	4%
CN1CCN(C(=S)NC(=O)/C=C/c2ccccc2Cl)CC1	11%	9	7%	27	-7%	15%	-4%
CCOC(=O)CSc1nnc(-c2cc(OC)c(OC)c(OC)c2)o1	12%	-2	1%	-5	3%	41%[activator]	4%
CC(=O)c1cccc(NC(=O)C2CCN(C(=O)c3ccc([N+](=O)[O-])cc3)CC2)c1	-7%	-3	?	8	5%	46%[1.15 µM]	-2%

Some of the entries so far, bar-delimited:
Structure | HCV inhibitor | CHX counter | Pf growth 48h | Shiga inhibitor | Tb PYK inh | Pf growth 96h | LmPK inh
COc1ccc(N2CCN(C(=O)CCCOc3cc(=O)n(C)c4ccccc34)CC2)cc1 | -11% | 1 | ? | -26 | -1% | 12µM* | 3%
COc1ccccc1NC1(C#N)CCCCC1 | 13% | -3 | 89%[activator] | -8 | -2% | -8% | 4%

Additional entries:
SMILES	HCV inhibitor	CHX counter	Pf growth 48h	Shiga inhibitor	Tb PYK inh	Pf growth 96h	LmPK inh
COc1ccc(C(c2c(N)[nH]c(=S)[nH]c2=O)c2c(N)[nH]c(=S)[nH]c2=O)cc1	7%	-2	-14%	16	-20%	-11%	-1%
Cn1cc(CN2CCCCC2C(=O)Nc2ccc(-n3cccn3)cc2)cn1 (stereo unspecified)	-11%	1	19%	-9	-7%	52%[activator]	1%
CC(C)CCn1nnnc1C(c1ccc(F)cc1)N1CCC(C(N)=O)CC1 (stereo unspecified)	11%	-1	-15%	23	-1%	24%	6%
O=S(=O)(Nc1ccc(S(=O)(=O)N2CCCC2)cc1)c1ccccc1Br	-11%	·	-12%	·	5%	-19%	·
COc1ccc(Br)cc1C(=O)Nc1ccccc1-c1ccccc1	?	6	-23%	-12	3%	?	2%
Cc1cc(Cl)ccc1NC(=O)CCC(=O)N/N=C/c1cc([N+](=O)[O-])ccc1O	1%	1	?	-7	8%	?	4%
O=[N+]([O-])c1cc(F)c(N2CCCC2)cc1Br	-20%	1	?	2	-6%	8%	3%
CC(=O)N1CCSc2ccc(S(=O)(=O)NCc3ccc(F)cc3)cc21	?	-3	-2%	-4	-6%	-8%	7%
COc1ccccc1C1=NOC(Cn2c(NCCOCCO)nc3c2c(=O)n(C)c(=O)n3C)C1 (stereo unspecified)	15%	-1	4%	15	-7%	2%	-3%
NC(=O)C1CCN(C(=O)c2cccc3ccccc23)CC1	2%	-3	25%	-2	20%	-29%	0%
COc1ccc(OC)c(C2C(C(=O)Nc3nc4ccccc4s3)=C(C)NC3=C2C(=O)CCC3)c1 (stereo unspecified)	-11%	4	?	19	-10%	?	1%
Cc1ccccc1NC(=O)c1ccc2c(O)c(S(=O)(=O)c3ccccc3)c(=O)[nH]c2c1	-8%	-5	14%	-3	-3%&-5%	?	0%
CCOc1ccccc1C(=S)NC1CCCCC1	-12%	1	12%	-3	-17%	-2%	-5%
CN(CC(=O)Nc1ccccc1Br)C(=O)CNC(=O)C1CCCCC1	11%	·	3%	·	0%	?	·
CCOC(=O)C(=O)NC12CC3CC(CC(C3)C1)C2	16%	-3	0%	-5	-13%	-26%	-2%

Molecules shown so far with an aryl methoxy group (7):
SMILES	HCV inhibitor	CHX counter	Pf growth 48h	Shiga inhibitor	Tb PYK inh	Pf growth 96h	LmPK inh
COc1ccc(N2CCN(C(=O)CCCOc3cc(=O)n(C)c4ccccc34)CC2)cc1	-11%	1	?	-26	-1%	12µM*	3%
COc1ccccc1NC1(C#N)CCCCC1	13%	-3	89%[activator]	-8	-2%	-8%	4%
CCOC(=O)CSc1nnc(-c2cc(OC)c(OC)c(OC)c2)o1	12%	-2	1%	-5	3%	41%[activator]	4%
COc1ccc(C(c2c(N)[nH]c(=S)[nH]c2=O)c2c(N)[nH]c(=S)[nH]c2=O)cc1	7%	-2	-14%	16	-20%	-11%	-1%
COc1ccc(Br)cc1C(=O)Nc1ccccc1-c1ccccc1	?	6	-23%	-12	3%	?	2%
COc1ccccc1C1=NOC(Cn2c(NCCOCCO)nc3c2c(=O)n(C)c(=O)n3C)C1 (stereo unspecified)	15%	-1	4%	15	-7%	2%	-3%
COc1ccc(OC)c(C2C(C(=O)Nc3nc4ccccc4s3)=C(C)NC3=C2C(=O)CCC3)c1 (stereo unspecified)	-11%	4	?	19	-10%	?	1%

Next entries
SMILES	HCV inhibitor	CHX counter	Pf growth 48h	Shiga inhibitor	Tb PYK inh	Pf growth 96h	LmPK inh
COc1ccccc1C(CNC(=O)c1cc(S(=O)(=O)N2CCOCC2)ccc1C)N1CCCC1 (stereo unspecified)	13%	·	?	·	1%	?	·
CC1CCc2sc(C(=O)N/N=C/C3CCCCC3)cc2C1 (stereo unspecified)	-13%	8	22%	7	5%	?	0%
CC(=O)N/N=C(\C)c1ccc(Br)cc1Br	9%	-3	5%	-3	-17%	6%	-2%
CCCCCCCCC(=O)NCCOc1ccccc1	15%	-1	13%	-17	2%	-13%	-6%
O=C(Cn1cc(C(F)(F)F)ccc1=O)N1CCN(S(=O)(=O)c2ccc(Cl)cc2)CC1	10%&16%	-2	2.9µM*	12	-4%	?	2%
Cc1ccc(/C=N/NC(=O)c2sccc2OCc2ccc(F)cc2)cc1	?	16*	?	27	0%	?	-3%
COc1ccccc1-c1cc(N)n(S(=O)(=O)c2cccc3nsnc23)n1	?	-1	?	5	-3%	-23%	7%
O=C(Nc1ccc(N2CCOCC2)c(C(=O)O)c1)c1ccco1	·	6	·	-7	·	-103%	0%
Cc1cc(=O)n(Cc2ccc(OC(C)C)cc2)c(=S)[nH]1	-23%	1	7%	-18	-9%	39%	-2%
COC(=O)c1ccccc1NC(=O)c1cc2sccc2n1C	-16%	1	-4%	6	-8%	0%	-3%
CCCCC(CC)COC(=O)CCCCC(=O)OCC(CC)CCCC (stereo unspecified)	2%	·	16%	·	2%	63%[activator]	·
Cc1cc(Br)ccc1N=C1NC(=O)CS1	13%	-3	-5%	-1	-9%	-29%	0%
O=C(Nc1ccc(Br)cc1)c1cccc(N2C(=O)CCC2=O)c1	16%	55*	-1%	65*	2%	25%	-11%
C=CCn1c(SCC(=O)N2CCc3ccccc3C2)nc2sc(C)c(C)c2c1=O	?	-2	-6%	-10	3%	?	-1%
Cc1cccc(NC(=O)CSCC(=O)N2CCCc3ccccc32)c1	21%	·	-13%	·	-7%	?	·
O=C(Nc1ccccc1)N1CCC(n2c(=O)[nH]c3ccccc32)CC1	-20%	-5	·	-7	-12%	?	6%
O=C(NCC(=O)N(Cc1cccs1)C(C(=O)NC1CCCCC1)c1ccncc1)c1ccco1 (stereo unspecified)	7%	-3	?	14	0%	5.9µM*	0%
CC(C)(C)C1=C(C#N)C(c2cccnc2)C(C#N)=C(N)O1 (stereo unspecified)	16%	7	-22%	-3	-10%	-1%	1%
CN1/C(=C\C(=O)c2ccco2)c2ccccc2CC1(C)C	1%	1	0%	-4	-13%	9.3µM*	1%
OCC1CCCN1C(=S)Nc1ccccc1 (stereo unspecified)	-1%	4	30%[activator]	13	-4%	?	-2%
COc1ccc(C2C3=C(CC(C)(C)CC3=O)Nc3c2c(=O)n(C)c(=O)n3C)cc1OC (stereo unspecified)	12%	-3	-2%	-12	-7%	36%[activator]	6%
CCCCN(C)C(=O)c1ccc(S(=O)(=O)N2CCOCC2)cc1	-3%	11	·	-3	-3%	?	-3%
COc1ccc(C(=O)C(C)[n+]2ccc(-c3nnc4n3CCCCC4)cc2)cc1 (stereo unspecified)	7%	5	5%	-7	-1%	23%	6%
COc1ccc(Nc2nc(=O)c3cc([N+](=O)[O-])ccc3s2)cc1	18%	4	8%	-4	-2%	0%	4%
Cc1oc(-c2cccc(Cl)c2)nc1CN1CCC(C(=O)N2CCN(c3ccccc3F)CC2)CC1	?	-1	?	5	-7%	12%	-3%
CCN(CC)CCCNC(=O)C1c2ccccc2Oc2ccccc21	3%	-3	-1%	1	-5%	-3%[5.75 µM]	-1%
CCCCOc1ccc(C(=O)N(Cc2ccccc2)C2CCS(=O)(=O)C2)cc1 (stereo unspecified)	24%	-3	?	-14	12%&-8%	?	8%
Fc1ccccc1Cc1noc(CN2CCN(c3ccc(Cl)cn3)CC2)n1	?	1	37%[activator]	0	2%	?	4%
O=C(NNC1=NS(=O)(=O)c2ccccc21)c1ccccc1Cl	6%	-1	1%	-7	2%	-9%	-9%
CC(C)CCNC(=O)c1ccc2c(Cl)c3c(nc2c1)CCC3	?	48*	50%[activator]	70*	5%	34%[activator]	-8%
COCCNC(=O)C1c2cc(OC)c(OC)cc2C(=O)N(C)C1c1cccnc1 (stereo unspecified)	18%	-3	19%	-17	8%	9%	5%
O=C(NCc1ccncc1)c1ccccc1Nc1ccc(SC(F)F)cc1	-23%	-2	?	-6	-19%	?	3%
COc1ccccc1NS(=O)(=O)c1cccc(NC(=O)C2CC(=O)N(Cc3ccccc3)C2)c1 (stereo unspecified)	14µM*	-4	?	-6	-4%	-26%	2%
COCCCN1C(=O)C(=O)/C(=C(/O)c2ccc(OC(C)C)c(C)c2)C1c1ccncc1 (stereo unspecified)	10%	6	36%[activator]	1	4%	136%[activator]	-1%
Cc1cccc(/C=N/NC(=O)CNc2cccc3ccccc23)n1	-14%	46*	26%	71*	-9%	-25%	0%
CC(C)C[C@@H](C(=O)O)N(Cc1cccc(CN([C@@H](CC(C)C)C(=O)O)S(C)(=O)=O)c1)S(C)(=O)=O	14%	-2	48%[activator]	-4	2%	82%[activator]	-5%

From PubChem
